HTR2A ag: activates the mouse 5-HT2A serotonin receptor. activation, % at 7.6 µM. P35363. actives 0.66% (n = 360,000). AID 624169. CHO-K1 mHTR2A beta-arrestin complementation, luminescence; percent of 30 µM serotonin response;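 active = activation above a run cutoff, the mean activation of all tested compounds plus 3 SD, cut at about 14% in these data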;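 also: 0% = plate median of compound wells and 100% = 30 µM serotonin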
aDG glyco act: alpha-DG glycosylation activation; Pro5-aDG cells, alpha-DG glycosylation AlphaScreen (IIH6); 0% Pro5, 100% B10-LARGE cell signal; activation, % at 10 µM; actives 0.22% (n = 360,000); AID 624168;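 active = activation of at least 8% versus controls, or a plate z-score of at least 8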;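 also: Pro5 are CHO cells carrying HIG-tagged alpha-DG that lacks glycosylation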
Granule exo inh: lytic granule exocytosis inhibition | TALL-104 LAMP-1 surface exposure, flow cytometry; cells stimulated with thapsigargin and PMA | inhibition, % at 10 µM | actives 0.66% (n = 360,000) | AID 651702;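 active = inhibition above about 55%, limit read from the data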
Vif inh: HIV Vif inhibition | actives 0.35% (n = 340,000) | HEK293T cells, Vif self-association by quenched fluorescence, imaging, 24 h | inhibition, % at 7.49 µM; in the data active = inhibition above about 50%, passing the limit was not always enough; also: some results filed as inactive read as strong as hits
CaV13 ICDI inh: Primary screen for inhibitors of IQ motif and Ca2+-dependent inactivation inhibitor domain binding in CACNA1D, Förster resonance energy transfer in living cells, …. HEK cells, CFP/YFP FRET ICDI-IQ, plate reader, 10 min; percent FRET-ratio fall versus neutral wells. inhibition, % at 12.3 µM. actives 0.098% (n = 340,000). AID 743397;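 active = mean replicate inhibition of at least 30% and at least 1% of replicates passing that level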;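 also: 0% = median of the neutral control wells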
ABCB6 inh 2: inhibitors of human ABC transporter ABCB6. Q9NP58. K562-ABCB6 porphyrin accumulation, flow cytometry, 1 h; hits give low values. fluorescence ratio to DMSO, % at 10 µM. actives 0.19% (n = 360,000). AID 602162;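 active = fluorescence ratio to DMSO below 75%, the collection mean minus 3 SD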;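 also: signal is porphyrin accumulated inside mitochondria; 100% equals median channel fluorescence of DMSO control wells; lower ratio means ABCB6 inhibition with less porphyrin fluorescence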
Target sequence (Q9NP58 whole entry, looked up): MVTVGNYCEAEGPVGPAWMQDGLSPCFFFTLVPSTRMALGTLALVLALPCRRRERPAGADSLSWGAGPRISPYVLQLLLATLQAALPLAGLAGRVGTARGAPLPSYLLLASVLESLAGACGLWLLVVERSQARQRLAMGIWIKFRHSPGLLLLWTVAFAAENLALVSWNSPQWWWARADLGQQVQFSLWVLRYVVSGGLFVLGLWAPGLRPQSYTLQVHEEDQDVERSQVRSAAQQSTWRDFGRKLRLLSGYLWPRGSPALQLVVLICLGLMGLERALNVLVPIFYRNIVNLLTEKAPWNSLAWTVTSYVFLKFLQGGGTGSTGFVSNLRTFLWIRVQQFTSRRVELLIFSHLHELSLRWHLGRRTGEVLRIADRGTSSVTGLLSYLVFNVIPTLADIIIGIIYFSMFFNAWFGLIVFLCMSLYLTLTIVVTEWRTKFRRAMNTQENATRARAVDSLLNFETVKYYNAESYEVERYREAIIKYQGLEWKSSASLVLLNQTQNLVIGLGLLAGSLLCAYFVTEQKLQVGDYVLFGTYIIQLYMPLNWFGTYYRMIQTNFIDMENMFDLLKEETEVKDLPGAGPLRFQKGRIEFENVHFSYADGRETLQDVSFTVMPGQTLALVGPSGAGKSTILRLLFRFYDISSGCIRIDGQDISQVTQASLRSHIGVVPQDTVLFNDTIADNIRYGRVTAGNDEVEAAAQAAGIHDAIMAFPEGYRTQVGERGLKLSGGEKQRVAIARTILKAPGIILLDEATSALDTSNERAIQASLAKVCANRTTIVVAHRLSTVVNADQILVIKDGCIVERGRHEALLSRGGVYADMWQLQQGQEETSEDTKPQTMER
H9c2 protect: myocardial damage modulation in H9c2 cells; actives 0.63% (n = 360,000); H9c2 cardiomyocytes, H2O2 injury protection, ATPLite, 2 h; protection from H2O2 cell death, % at 20 µM; AID 588492;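 active = compounds giving at least 50% protection of heart cells from peroxide-induced death in the single-dose screen, raw or plate-pattern-corrected value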;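 also: 0% = DMSO wells with peroxide and 100% = DMSO wells without peroxide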
PDI turbidity: PDI (human) enzyme inhibition; P07237; PDI insulin aggregation turbidity, A650, 90 min; inhibition, % at 10 µM; actives 0.052% (n = 350,000); AID 588391;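 active = mean inhibition across replicates of 30% or more, whatever share of single replicates reach that level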;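 also: absorbance from insulin aggregation driven by PDI reduction with DTT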
N-glyco inh: blocks N-linked glycosylation in D54 reporter cells | D54 ERlucT glycosylation luciferase reporter, 24 h; percent of 100 nM tunicamycin response | reporter increase, % at 12.5 µM | actives 0.23% (n = 360,000);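 active = mean luciferase reporter signal, scaled so untreated is 0 and the glycosylation-blocking control 100, at or above a set limit in every replicate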;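 also: luciferase carries N-glycosylation sites so blocking glycosylation raises the light; 0% = median of neutral control wells and 100% = median of 100 nM tunicamycin wells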
iPSC survival up: enhancers of human iPSC single-cell survival. hiPSC single-cell survival, ATPlite luminescence; 100% = ROCK inhibitor wells, 0% = DMSO. survival enhancement, % at 20 µM. actives 0.044% (n = 360,000). AID 602274; in the data active = survival enhancement above about 18%;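 also: cells exposed to compounds for 16 hours before the ATP read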
The depositor's hits bear a star; & = joins results of further samples.

What do the screens show for `Cc1ccc(S(=O)(=O)Nc2ccc(Br)cc2C(NCC(=O)O)c2ccccc2)cc1` (stereo not given)?
HTR2A ag: 6.1; aDG glyco act: -0.2; Granule exo inh: -5.7; Vif inh: -1.9; CaV13 ICDI inh: -6.4; ABCB6 inh 2: 99.0; H9c2 protect: 4.9; PDI turbidity: 4.4; N-glyco inh: -4.1; iPSC survival up: -0.7

How did O=C(NC(CO)C(O)c1ccc([N+](=O)[O-])cc1)C(Cl)Cl (stereo not given) do in these assays?
HTR2A ag: 5.3; aDG glyco act: 0.1; Granule exo inh: 14.3; Vif inh: -0.8; CaV13 ICDI inh: -5.2; ABCB6 inh 2: 95.0; H9c2 protect: 2.9; PDI turbidity: 15.8; N-glyco inh: -0.2; iPSC survival up: -1.8

How did COc1cccc(C(=O)OCCN2CCOCC2)c1 do in these assays?
HTR2A ag: -0.5; aDG glyco act: 0.3; Granule exo inh: -2.4; CaV13 ICDI inh: -3.3; ABCB6 inh 2: 100.0; H9c2 protect: 1.8; PDI turbidity: 0.8; N-glyco inh: -0.1; iPSC survival up: 0.9

Results for COc1cc(O)c(C(CCN2CCCCC2)c2cc(OC)c(OC)c(OC)c2)c(OC)c1 (stereo not given) ?
HTR2A ag: 3.3; aDG glyco act: -0.2; Granule exo inh: -8.3; Vif inh: -1.5; CaV13 ICDI inh: -6.3; ABCB6 inh 2: 98.0; H9c2 protect: 1.1; PDI turbidity: 3.4; N-glyco inh: 2.2; iPSC survival up: 0.6

Results for O=c1cc(NS(=O)(=O)c2ccccc2)nc(SCc2ccccc2Cl)[nH]1 ?
HTR2A ag: 1.9; aDG glyco act: 0.3; Granule exo inh: 0.8; Vif inh: 3.5; CaV13 ICDI inh: -2.1; ABCB6 inh 2: 100.0; H9c2 protect: -5.7; PDI turbidity: -0.5; N-glyco inh: 1.6; iPSC survival up: 0.5

Results for COC(=O)c1ccc2[nH]c(C)c(CN3CCCC3)c(=O)c2c1 ?
HTR2A ag: -0.7; aDG glyco act: 0.0; Granule exo inh: 5.5; ABCB6 inh 2: 110.0; H9c2 protect: 6.8; PDI turbidity: -1.3; N-glyco inh: 0.1; iPSC survival up: -3.4

How did COc1ncnc2c1ncn2CCCNc1ccc(C)c(C)c1 do in these assays?
HTR2A ag: 1.1; aDG glyco act: 0.0; Granule exo inh: 2.3; CaV13 ICDI inh: -6.8; ABCB6 inh 2: 97.0; H9c2 protect: -7.5; PDI turbidity: 5.5; N-glyco inh: 1.1; iPSC survival up: -0.5

Results for O=C(CSc1ncccn1)NCc1cccc(Cl)c1 ?
HTR2A ag: 2.5; aDG glyco act: 0.9; Granule exo inh: -3.3; Vif inh: 16.9; CaV13 ICDI inh: -2.0; ABCB6 inh 2: 101.0; H9c2 protect: -6.3; PDI turbidity: -6.2; N-glyco inh: 0.1; iPSC survival up: 1.5

How did CCn1cc(CNC(=O)c2ccc3nc(Cc4ccc(OC)cc4)oc3c2)cn1 do in these assays?
HTR2A ag: -9.6; aDG glyco act: 3.2; Granule exo inh: -12.5; Vif inh: -8.5; CaV13 ICDI inh: -2.2; ABCB6 inh 2: 99.0; H9c2 protect: -9.0; PDI turbidity: 3.2; N-glyco inh: -3.4; iPSC survival up: 0.5

How did O=C(/C=C/c1cccc([N+](=O)[O-])c1)OC1CCCCC1=O (stereo not given) do in these assays?
HTR2A ag: -0.7; aDG glyco act: -0.1; Granule exo inh: 7.9; Vif inh: 8.6; CaV13 ICDI inh: -14.5; ABCB6 inh 2: 96.0; H9c2 protect: 8.1; PDI turbidity: 4.8; N-glyco inh: 0.9; iPSC survival up: -1.1

Results for O=c1oc(-c2ccc([N+](=O)[O-])cc2)nc2ccccc12 ?
HTR2A ag: 6.4; aDG glyco act: -0.4; Granule exo inh: 12.7; Vif inh: -11.3; CaV13 ICDI inh: -4.5; ABCB6 inh 2: 104.0; H9c2 protect: -4.1; PDI turbidity: -0.9; N-glyco inh: 0.5; iPSC survival up: -0.6

Results for O=C(N/N=C/c1ccc(F)cc1)c1cc(-c2ccco2)nc2ccccc12 ?
HTR2A ag: -7.2; aDG glyco act: -0.4; Granule exo inh: -0.4; Vif inh: 1.3; CaV13 ICDI inh: -6.7; ABCB6 inh 2: 85.0; H9c2 protect: -9.8; PDI turbidity: 0.8; N-glyco inh: 20.8; iPSC survival up: -4.4

What do the screens show for `CN(C)C(=O)c1nc2ccc(Cl)cn2c1CN1CCCC(OCc2cccnc2)C1` (stereo not given)?
HTR2A ag: 3.5; aDG glyco act: -0.1; Granule exo inh: 1.5; Vif inh: -13.1; CaV13 ICDI inh: -4.6; ABCB6 inh 2: 98.0; H9c2 protect: 1.9; PDI turbidity: 6.4; N-glyco inh: 3.3; iPSC survival up: 1.4

What do the screens show for `Cc1ccc2c(c1)C1(C(=O)N2)N2CCCC2C(C(=O)c2ccc3ccccc3c2)C12C(=O)Nc1ccccc12` (stereo not given)?
HTR2A ag: 0.5; aDG glyco act: 0.0; Granule exo inh: -4.5; Vif inh: -5.8&-2.0; CaV13 ICDI inh: 1.6; ABCB6 inh 2: 97.0; H9c2 protect: -7.0; PDI turbidity: -2.9; N-glyco inh: 0.1; iPSC survival up: 0.1

How did CCN(Cc1ccc(OC)c(F)c1)C(=O)c1cc2ccccc2o1 do in these assays?
HTR2A ag: -2.3; aDG glyco act: -0.1; Granule exo inh: -15.0; Vif inh: 14.7; CaV13 ICDI inh: -3.1; ABCB6 inh 2: 97.0; H9c2 protect: -6.1; PDI turbidity: -10.6; N-glyco inh: 0.2; iPSC survival up: -0.2

How did O=[N+]([O-])c1ccc(CN2CCCCCC2)s1 do in these assays?
HTR2A ag: 0.9; aDG glyco act: 0.0; Granule exo inh: -0.9; Vif inh: -2.6; CaV13 ICDI inh: -16.4; ABCB6 inh 2: 102.0; H9c2 protect: -1.3; PDI turbidity: 2.3; N-glyco inh: 4.8; iPSC survival up: 3.6

How did CCOc1ccc(C(=O)NC(C(=O)NCCc2ccc(OC(F)F)cc2)C(C)C)cc1 (stereo not given) do in these assays?
HTR2A ag: 1.8; aDG glyco act: -0.1; Granule exo inh: 13.2; Vif inh: 6.8; CaV13 ICDI inh: -5.5; ABCB6 inh 2: 100.0; H9c2 protect: -0.6; PDI turbidity: -0.2; N-glyco inh: -0.3; iPSC survival up: -0.7

What do the screens show for `COc1ccc(C)cc1NC(=O)CN1CCCC1c1ccc2c(c1)OCCCO2` (stereo not given)?
HTR2A ag: 4.0; aDG glyco act: 0.1; Granule exo inh: -4.3; Vif inh: -1.6; CaV13 ICDI inh: -5.4; ABCB6 inh 2: 97.0; H9c2 protect: -12.3; PDI turbidity: 3.8; N-glyco inh: -1.9; iPSC survival up: 1.7

What do the screens show for `O=C(NCC1CCCO1)c1cc(NS(=O)(=O)c2cccs2)cc(NS(=O)(=O)c2cccs2)c1` (stereo not given)?
HTR2A ag: 8.7; aDG glyco act: 0.3; Granule exo inh: -3.9; Vif inh: 1.0; CaV13 ICDI inh: -2.7; ABCB6 inh 2: 99.0; H9c2 protect: -4.6; PDI turbidity: 3.9; N-glyco inh: 0.4; iPSC survival up: 0.0

Results for O=C(c1ccccc1)C(C(=O)N1CCCCC1)n1ccccc1=O (stereo not given) ?
HTR2A ag: 5.1; aDG glyco act: -0.4; Granule exo inh: -6.8; Vif inh: -3.1; CaV13 ICDI inh: 1.1; ABCB6 inh 2: 98.0; H9c2 protect: 4.7; PDI turbidity: 0.6; N-glyco inh: 0.0; iPSC survival up: -1.2

What do the screens show for `CCCCSc1nnc(-c2c[nH]c3ccccc23)n1C`?
HTR2A ag: -4.3; aDG glyco act: -0.1; Granule exo inh: -1.4; Vif inh: -8.2; CaV13 ICDI inh: -6.4; ABCB6 inh 2: 95.0; H9c2 protect: -18.3; N-glyco inh: 1.1; iPSC survival up: 1.0

How did COC(=O)C1=C(C(=O)OC)C2C=CC1C1C(OC(C)=O)C(OC(C)=O)C21 (stereo not given) do in these assays?
HTR2A ag: 0.1; aDG glyco act: -0.1; Granule exo inh: -9.5; Vif inh: -0.9; CaV13 ICDI inh: -3.4; ABCB6 inh 2: 98.0; H9c2 protect: 1.2; PDI turbidity: 2.9; N-glyco inh: 0.9; iPSC survival up: 0.3

What do the screens show for `CCOC(=O)Cc1csc(NC(=O)c2ccc([N+](=O)[O-])cc2[N+](=O)[O-])n1`?
HTR2A ag: -1.3; aDG glyco act: 0.2; Granule exo inh: 6.8; Vif inh: 6.8; CaV13 ICDI inh: -3.9; ABCB6 inh 2: 96.0; H9c2 protect: -0.1; PDI turbidity: 2.4; N-glyco inh: -0.3; iPSC survival up: 0.7

What do the screens show for `Cc1noc(C)c1S(=O)(=O)N(CC(=O)Nc1ccc2c(c1)OCO2)c1ccc(C(C)C)cc1`?
HTR2A ag: 7.4; aDG glyco act: 0.1; Granule exo inh: -1.5; Vif inh: -5.8; CaV13 ICDI inh: 21.7; ABCB6 inh 2: 102.0; H9c2 protect: -9.1; PDI turbidity: -0.6; N-glyco inh: -5.9; iPSC survival up: 1.2

Results for CCN(c1ccccc1)S(=O)(=O)c1ccc(OC)c(NC(=O)C2CC(=O)N(Cc3ccccc3)C2)c1 (stereo not given) ?
HTR2A ag: 6.4; aDG glyco act: 0.1; Granule exo inh: 45.8; Vif inh: -2.0; CaV13 ICDI inh: -4.0; ABCB6 inh 2: 92.0; H9c2 protect: 2.0; PDI turbidity: 1.1; N-glyco inh: -1.6; iPSC survival up: -0.2

Results for O=C(NCc1ccccc1)c1cc(-c2ccncc2)nc2ccc(S(=O)(=O)N3CCOCC3)cc12 ?
HTR2A ag: 7.3; aDG glyco act: -0.3; Granule exo inh: 8.3; CaV13 ICDI inh: -4.9; ABCB6 inh 2: 97.0; H9c2 protect: 16.7; PDI turbidity: 17.4; N-glyco inh: -0.4; iPSC survival up: 0.6

Results for Cc1ccc(-c2nnn(CC(=O)N(c3cccc(O)c3)C(C(=O)NC(C)(C)C)c3cccs3)n2)o1 (stereo not given) ?
HTR2A ag: 4.2; aDG glyco act: -0.3; Granule exo inh: 1.5; Vif inh: -1.5; CaV13 ICDI inh: -6.6; ABCB6 inh 2: 107.0; H9c2 protect: 22.4; PDI turbidity: -4.0; N-glyco inh: -2.5; iPSC survival up: 1.6

How did Cc1ccc(-c2nc(C3CCN(S(C)(=O)=O)CC3)no2)cc1 do in these assays?
HTR2A ag: -2.6; aDG glyco act: 0.0; Granule exo inh: -1.3; CaV13 ICDI inh: -4.5; ABCB6 inh 2: 104.0; H9c2 protect: -4.1; PDI turbidity: -4.3; N-glyco inh: -1.1; iPSC survival up: 2.8

Of the compounds above, these have two or more sulfur atoms:
Results for O=c1cc(NS(=O)(=O)c2ccccc2)nc(SCc2ccccc2Cl)[nH]1 ?
HTR2A ag: 1.9; aDG glyco act: 0.3; Granule exo inh: 0.8; Vif inh: 3.5; CaV13 ICDI inh: -2.1; ABCB6 inh 2: 100.0; H9c2 protect: -5.7; PDI turbidity: -0.5; N-glyco inh: 1.6; iPSC survival up: 0.5

What do the screens show for `O=C(NCC1CCCO1)c1cc(NS(=O)(=O)c2cccs2)cc(NS(=O)(=O)c2cccs2)c1` (stereo not given)?
HTR2A ag: 8.7; aDG glyco act: 0.3; Granule exo inh: -3.9; Vif inh: 1.0; CaV13 ICDI inh: -2.7; ABCB6 inh 2: 99.0; H9c2 protect: -4.6; PDI turbidity: 3.9; N-glyco inh: 0.4; iPSC survival up: 0.0
